# Source: PubChem (The Scripps Research Institute Molecular Screening Center)
# CHO-K1 Ca ag: counter-screen for M1 agonists: effect in parental CHO-K1 cells; activation, % at 3 µM; Fluo-8 calcium fluorescence; scaled to maximal ATP response, vehicle zero; 360,000 compounds, 0.48% hits; in the data active = activation above about 15%;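 note: untransfected CHO-K1 host cells lacking M1 receptor as counterscreen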
# CHO-K1 Ca antag: M1 antagonist counterscreen hit in parental CHO-K1 cells; ATP-induced calcium, Fluo-8 fluorescence; inhibition, % at 3 µM; 360,000 compounds, 0.6% hits; AID 602250;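 active = inhibition above a per-plate cutoff, the plate's mean sample inhibition plus 3 SD, cut at about 24% in these data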;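 note: 0% = DMSO plus EC80 ATP and 100% = DMSO alone without ATP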
# CHO parental Ca: ATP-evoked calcium signal inhibitors, parental CHO, primary screen, counter-screen for OX1R antagonist project, cell-based, fluorescence, Fluo-8 calcium dye | parental CHO-K1, ATP-induced calcium, Fluo-8 fluorescence | inhibition, % at 5.6 µM | 330,000 compounds, 0.63% hits;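 active = inhibition above that plate's mean sample inhibition plus 3 SD, cut at about 26% in these data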;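 note: 0% = ATP-challenged DMSO wells and 100% = DMSO wells without ATP; some compounds past the cut are filed as inactive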
#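 Assay system – parental CHO cells · Reagent – ATP stimulus · Detection – intracellular calcium via Fluo-8 no-wash fluorescent dye · Evaluation – percent inhibition of ATP-evoked calcium rise, normalized to controls · Controls – ATP wells versus no-ATP DMSO wells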
# CHRM1 agonist: human M1 muscarinic receptor agonists, primary screen, Fluo-8 calcium fluorescence, CHO-K1 cells, HTS. CHO-K1 hM1, agonist mode; 0% DMSO, 100% acetylcholine EC100. Muscarinic acetylcholine receptor M1 (Homo sapiens), P11229. AID 588814, 2011. 360,000 compounds, 0.33% hits. activation, % at 3 µM;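 active = activation above the run's mean compound activation plus 3 SD, cut at about 16% in these data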;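 note: peak over basal fluorescence ratio within a 140 s kinetic read after compound addition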
# CHO-K1 Ca PAM: nonselective calcium activators in parental CHO-K1 cells, primary screen, counter-screen for M1 PAM project, cell-based, Fluo-8 calcium fluorescence, full deck, 1536-well | 360,000 compounds, 0.02% hits | AID 602247, 2012 | activation, % at 3 µM | ATP EC20; 0% at ATP EC20, 100% at ATP max;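 active = activation above the run cutoff, the mean activation of all test compounds plus 3 SD, cut at about 40% in these data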;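 note: peak over basal fluorescence ratio in a 140 s read after ATP addition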
# OXTR potentiator: human OXTR potentiators, primary screen, fluorescence, CHO-OTR cells, Fluo-8 calcium; Oxytocin receptor (Homo sapiens), P30559; Fluo-8 calcium fluorescence, potentiator mode; 0% = oxytocin EC15, 100% = EC100; activation, % at 3 µM; 320,000 compounds, 0.061% hits;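 active = activation above that plate's cutoff, the mean activation of tested compounds plus 3 SD, cut at about 6.6% in these data, passing the limit was not always enough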;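 note: 100% uses oxytocin at 75 nM as the full agonist control; some results filed as inactive read as strong as hits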
# Target sequence (P30559 whole entry, looked up): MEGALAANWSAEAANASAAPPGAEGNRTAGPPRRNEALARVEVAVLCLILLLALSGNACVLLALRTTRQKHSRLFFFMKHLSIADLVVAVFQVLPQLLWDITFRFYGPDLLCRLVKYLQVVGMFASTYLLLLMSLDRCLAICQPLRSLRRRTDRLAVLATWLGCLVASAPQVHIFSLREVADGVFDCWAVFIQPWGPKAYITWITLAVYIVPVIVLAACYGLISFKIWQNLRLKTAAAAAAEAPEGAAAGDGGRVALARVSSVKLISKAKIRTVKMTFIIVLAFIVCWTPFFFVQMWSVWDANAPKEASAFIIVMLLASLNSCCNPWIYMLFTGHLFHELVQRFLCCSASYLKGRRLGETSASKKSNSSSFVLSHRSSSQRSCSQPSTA
#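 Assay system: CHO-OTR cells, human receptor / Also added: oxytocin at about EC15, sub-maximal agonist stimulus / Dosing: single dose, 3.0 µM nominal final compound concentration / Incubation: 6 min pre-incubation, 100 s read / Technique: Fluo-8 calcium dye fluorescence / Read-out: % activation vs EC15 and EC100 oxytocin / Benchmarks: EC15 oxytocin low, 75 nM oxytocin high / Replicates: singlicate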
# M1 antag: human M1 muscarinic receptor antagonists, primary screen, CHO-K1 cells, Fluo-8 calcium fluorescence, 1536-well. Muscarinic acetylcholine receptor M1 (Homo sapiens), P11229. CHO-K1 hM1, ACh EC80 antagonist. inhibition, % at 3 µM. 360,000 compounds, 1.3% hits;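 active = percent inhibition above its own plate's cutoff, namely the mean of that plate's compound wells plus 3 SD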;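 note: peak over basal fluorescence ratio during 140 s after agonist addition; 0% = ACh EC80 plus DMSO and 100% = DMSO alone without agonist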
# TAAR1 ag: human TAAR1 agonists, primary screen, Fluo-8 calcium fluorescence, CHO RD-HGA16 cells; 360,000 compounds, 0.99% hits; vehicle wells 0%, saturating PEA agonist 100%; Trace amine-associated receptor 1 (Homo sapiens), Q96RJ0; activation, % at 3 µM;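 active = activation above the mean activation of all test compounds in the run plus 3 SD, cut at about 38% in these data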
# Target sequence (Q96RJ0 whole entry, looked up): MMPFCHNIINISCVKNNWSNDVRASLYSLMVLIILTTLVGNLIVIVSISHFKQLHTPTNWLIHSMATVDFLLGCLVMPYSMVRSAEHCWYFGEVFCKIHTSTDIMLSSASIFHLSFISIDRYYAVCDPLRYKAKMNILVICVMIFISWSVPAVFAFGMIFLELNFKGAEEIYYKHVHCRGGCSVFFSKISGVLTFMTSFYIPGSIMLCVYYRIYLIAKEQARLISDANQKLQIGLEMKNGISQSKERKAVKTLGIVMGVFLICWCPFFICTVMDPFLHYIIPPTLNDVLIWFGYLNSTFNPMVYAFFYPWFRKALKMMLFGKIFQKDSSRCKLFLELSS
#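 Repeats: no replicates (n 1) | Material: CHO-derived RD-HGA16 cells with stable Gα16 and human TAAR1 | Technique: Kinetic Fluo-8 calcium fluorescence | Schedule: 17-24 h seeding, 75 min 37 °C dye, 30 min RT | Evaluation: % activation from peak over basal fluorescence ratio, DMSO-to-PEA scaled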
# TAAR1 antag: human TAAR1 antagonists, primary screen, Fluo-8 calcium fluorescence, CHO RD-HGA16 cells; 360,000 compounds, 1.5% hits; Trace amine-associated receptor 1 (Homo sapiens), Q96RJ0; antagonist; inhibition, % at 3 µM; AID 624466, 2012;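 active = inhibition above a per-plate cutoff, the mean inhibition of test compounds on that plate plus 3 SD, cut at about 49% in these data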;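 note: 0% = DMSO plus EC80 beta-PEA response and 100% = DMSO alone without agonist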
#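 System: CHO RD-HGA16 cells bearing hTAAR1. Reagent: EC80 β-phenethylamine stimulus. Schedule: seeding 17-24 h prior, 75-min 37 °C, 30-min RT dye loading. Signal: Fluo-8 intracellular calcium dye fluorescence, real-time kinetic reads. Read-out: % inhibition from peak post-agonist over basal fluorescence ratio. Benchmarks: vehicle wells and EC80 agonist wells. Replicates: n of 1.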
# The depositor's hits bear a star; · = no result given.
SMILES,CHO-K1 Ca ag,CHO-K1 Ca antag,CHO parental Ca,CHRM1 agonist,CHO-K1 Ca PAM,OXTR potentiator,M1 antag,TAAR1 ag,TAAR1 antag
CC(=O)N1CCN(c2ccc(Nc3nc(C)nc4c3oc3ccccc34)cc2)CC1,0.4,-2,-20,-3,1,-3,-21,8,-4
O=C1CC(N2CCN(C/C=C/c3ccccc3)CC2)C(=O)N1CCc1ccccc1 (stereo not given),16*,-2,-16,-3,0,-8,9,15,24
COc1cccc(N=Cc2nc(-c3ccccc3)oc2OC(C)=O)c1,2.1,-2,-3,-3,5,1,6,0,-8
CCN1CCN(Cc2c(O)ccc3c2O/C(=C\c2ccc(C)cc2)C3=O)CC1,0.9,-6,-18,-4,10,-2,-2,12,-12
O=C(Nc1cccc(C(F)(F)F)c1)c1cccc(NS(=O)(=O)c2ccc(Br)c(C(=O)O)c2)c1,-0.1,-6,-1,-3,2,-11,2,2,-3
CCN(CC)c1nc(N)nc(N(c2ccccc2)c2ccccc2)n1,0.1,-1,-9,-8,15,1,-10,5,-27
CCC(Oc1ccccc1F)C(=O)Nc1ccc2c(c1)n(C)c(=O)n2C (stereo not given),3.6,-2,·,-2,23,·,-11,0,-18
O=C(c1nn2c(C(F)(F)F)cc(-c3cccs3)nc2c1Br)N1CCCc2ccccc21,1.9,-15,-25,-11,24,-6,-4,0,6
Cc1cc(C)c2c(CN3CCN(C)CC3)cc(=O)oc2c1,0.0,6,-5,-7,-2,6,1,9,-11
Cn1c(=O)c2c(-c3ccccc3)n(-c3ccccc3N)cc2n(C)c1=O,0.2,-3,·,-4,-6,·,-4,0,-8
O=C(NCC(O)c1nc2ccccc2[nH]1)c1cc([N+](=O)[O-])ccc1F (stereo not given),0.2,0,·,4,6,·,-23,5,-8
Cc1ccccc1C(=O)NCCc1nnc(SCC(=O)Nc2nc(-c3ccccc3)cs2)n1C,0.9,3,-16,-6,12,0,1,13,29
CCOC(=O)N1CCN(S(=O)(=O)c2ccc(OC)c(Cl)c2Cl)CC1,1.4,-4,-21,-3,4,-17,-4,8,-5
Cc1noc(NC(=O)c2ccc(Cl)cc2)c1Cl,1.0,-18,3,-3,14,-10,-5,3,3
O=[N+]([O-])c1cccc(-c2nc(NCc3ccccc3)c3ccccc3n2)c1,0.4,-2,-9,-6,16,-2,3,-1,2
Cc1cc(Br)cn2c(Cc3cccc(F)c3)c(-c3ccc(C#N)cc3)nc12,1.0,-34,·,·,22,·,·,1,1
Cc1ccc(C2OC(=O)C=C2c2ccccc2)cc1 (stereo not given),-0.5,-3,-14,-9,7,-5,-7,1,3
CC1CN(C(=O)/C=C/c2ccccc2[N+](=O)[O-])CC(C)O1 (stereo not given),1.4,-4,14,-8,23,-11,-1,2,1
CCOc1ccc(C(CC(=O)O)NC(=O)c2ccco2)cc1 (stereo not given),0.4,2,6,-2,21,3,1,5,7
CC(C)(C)OC(=O)NCCCC[C@H](NC(=O)c1nc[nH]c1C(=O)N1CCN(C(=O)OC(C)(C)C)CC1)C(=O)OC(C)(C)C,2.2,-7,-17,-1,2,-4,7,14,50*

# 2 successive entries from above:
SMILES,CHO-K1 Ca ag,CHO-K1 Ca antag,CHO parental Ca,CHRM1 agonist,CHO-K1 Ca PAM,OXTR potentiator,M1 antag,TAAR1 ag,TAAR1 antag
CCOc1ccc(C(CC(=O)O)NC(=O)c2ccco2)cc1 (stereo not given),0.4,2,6,-2,21,3,1,5,7
CC(C)(C)OC(=O)NCCCC[C@H](NC(=O)c1nc[nH]c1C(=O)N1CCN(C(=O)OC(C)(C)C)CC1)C(=O)OC(C)(C)C,2.2,-7,-17,-1,2,-4,7,14,50*

# (list continues)
SMILES,CHO-K1 Ca ag,CHO-K1 Ca antag,CHO parental Ca,CHRM1 agonist,CHO-K1 Ca PAM,OXTR potentiator,M1 antag,TAAR1 ag,TAAR1 antag
COc1ccc(S(=O)(=O)N2CCC(C(=O)N3CCc4ccccc4C3)CC2)cc1,1.2,-7,7,0,12,-17,-7,24,16
COc1ccccc1N(C)S(=O)(=O)c1ccc(C(=O)N2CCCC(C(F)(F)F)C2)cc1 (stereo not given),5.9,4,-5,2,-12,-14,-4,·,·
COc1cccc(/C=C2/SC(=S)N(CC(=O)Nc3nnc(C)s3)C2=O)c1,0.4,-6,·,-2,12,·,-5,12,-18
Cc1ccccc1C(=O)N1CCC(C(=O)Nc2ccc(C(C)C)cc2)CC1,3.1,-9,-4,-2,18,0,-18,2,-40
CCn1c(CNC(=O)C23CC4CC(CC(C4)C2)C3)nnc1SCC(=O)Nc1nnc(C)s1,0.7,-6,-11,-8,22,-6,-6,0,-4
CCCN(CCC)CC(O)COc1ccc2c(c1)OCO2 (stereo not given),-0.4,-15,-15,-6,7,-3,-2,3,-14
Fc1ccc(N2CCN(c3nc(-c4ccco4)cc(C(F)(F)F)n3)CC2)cc1,0.1,-6,-14,-1,11,-7,0,-1,5
COc1ccc(-n2nnnc2-c2ccccc2)cc1,0.4,8,0,-4,-9,-6,-7,3,4
COc1cc(CN2CCCC(C(=O)c3ccc4c5c(cccc35)CC4)C2)cc(OC)c1O (stereo not given),-0.2,-11,-10,1,-9,-19,-7,1,-12
COc1cccc(CNC(=O)Cn2cccc2C(=O)c2ccccc2C)c1,0.5,6,-17,-7,-11,-6,-3,0,-26
O=c1c(/C=C(\O)c2ccccc2)nc2ccccc2n1-c1ccccc1,3.4,1,-8,22*,13,-9,19,30,2
O=c1[nH]c(/C(Cl)=C/c2cc(Cl)ccc2O)nc2cc(Cl)ccc12,2.4,-13,-1,-3,19,-11,-1,4,-6
C#CCN(Cc1ccco1)C(=O)c1ccc(OC2CCN(Cc3ccccn3)CC2)cc1,12,13,-4,-3,-17,-6,7,7,0
CCCNC(=O)C1CCN(c2nc(C)cc(C)n2)CC1,0.3,8,-10,-1,4,-7,-2,3,16
CC1=CC=CN2C1=NC(=O)CC2(C)C(=O)N(CC(=O)NC1CCCC1)Cc1ccccc1 (stereo not given),0.3,-5,-9,-3,7,-4,-16,4,0
COc1ccc(C2CC(c3ccccc3O)=NN2C(=O)c2ccccc2)cc1OC (stereo not given),1.6,-4,-23,1,-6,-2,-12,3,-3
Cc1ccc(C2NNC(=O)C2NC(=O)c2ccccc2)cc1 (stereo not given),0.0,-3,-18,-4,17,-6,-13,7,-4
COc1cc(/C=N/NC(=O)c2cccc(S(=O)(=O)N3CCOCC3)c2)cc(OC)c1O,0.6,-9,-4,-3,-2,1,-2,2,-22
Cc1cc(Cl)ccc1OCC(=O)OC(C)C(=O)NC(N)=O (stereo not given),1.1,-11,-3,-3,21,3,-8,16,0
O=C(Cc1n[nH]c(=O)[nH]c1=O)N/N=C/c1c(O)ccc2ccccc12,0.4,9,-1,-5,-11,0,-7,1,-3
Cc1ccc(S(=O)(=O)N(Cc2cccc(C(F)(F)F)c2)C(=O)N2CCN(C)CC2)cc1,0.4,-12,-1,-5,-27,5,-1,2,1
COc1ccc(COC(=O)C2CCN(S(=O)(=O)c3ccc(Cl)cc3)CC2)cc1,0.4,7,10,-1,-7,-10,-7,0,-6
Cc1cc(Cl)ccc1NC(=O)NC1CCN(S(=O)(=O)c2ccc(F)cc2)CC1,0.2,-6,-6,-6,-4,-10,10,5,17
Cc1ccc(Cn2ncc3c(N4CCN(c5ccc(C)cc5)CC4)ncnc32)cc1,0.0,-17,-11,-2,2,-15,3,5,0
COc1ccc(C(=O)NC2CC2)cc1OC1CCN(C(C)CSC)CC1 (stereo not given),0.5,-20,-12,-4,9,-8,-22,3,-8
O=C(CSCc1cccc(CSCC(=O)Nc2ccc3ccccc3c2)n1)Nc1ccc2ccccc2c1,0.5,-4,12,-3,11,-8,-12,5,18
C/C(=N\NC(=O)C1CCCC1)c1ccc(C(C)C)cc1,2.4,-8,-8,-4,11,-4,-12,0,-24
CCOC(=O)Cc1csc(NC(=O)Cc2ccc(Br)cc2)n1,1.6,2,-5,-3,-10,-2,-13,-1,13
Cc1n[nH]c(C)c1N1C(=O)c2cccc3c(Br)ccc(c23)C1=O,2.9,-12,2,-1,8,-17,4,11,15
CN1C(=O)c2c(C(=O)Nc3ccc(Oc4ccncc4)cc3)[nH]c(-c3ccccc3)c2C1=O,0.5,14,·,0,-4,·,12,1,11
CC(C)=C1C2CCC1C1C(=O)N(c3ccc4c(c3)OCO4)C(=O)C21 (stereo not given),0.1,-7,-5,-8,18,-1,-6,1,-9
O=C(O)c1ccccc1NS(=O)(=O)c1ccccc1C(F)(F)F,0.1,-12,-5,0,21,3,-14,0,-14
CC(C)Oc1ccc(C(=O)Nc2ccc3c(c2)n(C)c(=O)n3C)cc1,0.0,-8,-6,-5,-4,-7,3,4,-19
CCOC(=O)N1CCN(Cc2nc(N)nc(Nc3ccc(Oc4ccccc4)cc3)n2)CC1,4.2,-17,-15,0,18,-16,-8,16,5
COc1ccccc1NS(=O)(=O)c1cc(-c2cc(C)no2)ccc1OC,10,-9,-3,3,-2,-18,-2,7,2
CC(C)CCSc1nc2c(c(=O)[nH]c(=O)n2C)n1CCCc1ccccc1,3.0,3,-12,-3,13,0,5,2,-6
Cc1cc(/C(N)=N/OC(=O)Nc2ccc(Cl)cc2)no1,2.9,3,2,1,1,-5,-1,12,-15
COc1cc(OC)c(C(=O)Nc2cccnc2)cc1OC,-0.2,-9,1,-2,15,-8,-22,0,-5
C/C(=N\NC(=O)CCC(=O)Nc1ccc(C)c(C)c1)c1cccs1,1.4,1,8,-8,13,-11,-4,3,-2
CCc1ccc(CNC(=O)CCC(=O)N2Cc3cccc(OC)c3Oc3ncccc32)cc1,0.8,-11,-25,-5,19,-5,-15,3,-21
Cc1cc(C)c2ccc(C)[n+]([O-])c2c1O,0.1,-6,-13,-2,20,5,-13,9,7
CCCNC(=O)c1cc2c(c(-c3cccc(-c4cc5ccccc5o4)c3)n1)[C@H](CCO)N(C(=O)NC(C)C)C2,4.3,-6,·,·,-6,·,·,5,50*
Cc1ccnc(SCc2ccc(C(=O)O)cc2)n1,0.1,-8,-9,-1,1,-2,-6,1,-11
